Screening data as filed in PubChem.
Tb PFK inh: inhibitors of T. brucei phosphofructokinase; 330,000 compounds, 0.17% hits; O15648; T. brucei PFK, ADP-Glo luminescence; AID 485367; Potency, µM (highest dose often 57.5 µM), without a hit: at the highest dose activity, negative = inhibition, hits mostly inhibitors;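 note: potency is the fitted concentration of half-maximal effect; 0% = uninhibited 1x PFK enzyme wells and -100% = no-enzyme wells; nearly all actives have a fitted effect of over 60% in size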
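PFK 1.25 nM, F6P 0.5 mM, ATP 0.1 mM, 0.1 M TEA pH 8.0, 5 mM MgCl2, 0.01% Tween20, 0.1% BSA; 45 min RT. ADP-Glo readout. qHTS titration up to 57 uM; curves fitted, compounds curve-classed.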
Coupling enz: counter-screen for Giardia aldolase inhibitors: coupling enzyme system. AID 2472. coupling enzyme system counterscreen, AmpLite Red fluorescence. 290,000 compounds, 0.67% hits. activity change, negative = inhibition, % at 58.2 µM, hits read low; in the data active = activity change below about -30%; note: % is set by controls: 0 for no effect and ±100 for the full control effect
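Compounds tested against the coupling enzymes alone at 57.5 uM final; readout was AmpLite Red fluorescence (525/598 nm) after 20 min at RT.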
ELG1 genotoxic: induces genotoxicity in HEK293T cells with luciferase-tagged ELG1 | HEK293T ELG1-luciferase reporter, luminescence, 16 h | Potency, µM (series often up to 46 µM), for the others: top-dose activity change, positive = activation, usual class: activators | 330,000 compounds, 1.3% hits; note: potency is the fitted concentration of half-maximal effect; % of control where 0% means no effect; nearly all actives have a fitted effect of over 60% in size
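Genotoxic stress is detected as increased luminescence from luciferase-tagged ELG1 in HEK293T cells, measured with ONE-Glo after a 16 hr treatment at 37 °C.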
RORgamma inh: inhibitors of mouse ROR gamma transcriptional activity | Drosophila S2 Gal4-RORgamma UAS-luciferase reporter, 20 h | P51450 | AID 2551 | Potency, µM (doses to about 53.6 µM), for the others: at the highest dose activity change, negative = inhibition, most hits filed as inhibitors | 310,000 compounds, 5.4% hits; note: potency is the fitted concentration of half-maximal effect; % is set by controls: 0 for no effect and ±100 for the full control effect; nearly all actives have a fitted effect of over 60% in size
Target sequence (P51450 whole entry, looked up, the tested form may be a part): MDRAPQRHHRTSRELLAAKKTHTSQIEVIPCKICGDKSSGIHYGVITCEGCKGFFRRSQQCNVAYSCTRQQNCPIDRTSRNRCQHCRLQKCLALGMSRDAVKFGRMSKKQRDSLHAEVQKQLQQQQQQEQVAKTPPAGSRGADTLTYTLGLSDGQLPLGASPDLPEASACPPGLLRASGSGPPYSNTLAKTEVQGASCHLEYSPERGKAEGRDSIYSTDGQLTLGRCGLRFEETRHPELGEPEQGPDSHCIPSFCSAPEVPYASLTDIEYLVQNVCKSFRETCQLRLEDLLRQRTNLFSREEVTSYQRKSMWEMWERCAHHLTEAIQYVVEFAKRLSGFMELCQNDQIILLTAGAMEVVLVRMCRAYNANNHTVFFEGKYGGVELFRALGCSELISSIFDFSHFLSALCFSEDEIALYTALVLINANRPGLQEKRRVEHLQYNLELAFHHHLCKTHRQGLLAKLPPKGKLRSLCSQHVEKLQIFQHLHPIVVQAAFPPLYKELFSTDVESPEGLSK
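Stably transfected Drosophila Schneider cells are the test system, with ROR gamma fused to Gal4 and luciferase under UAS control; luminescence is read after 20 hr of 700 uM copper sulfate induction at ambient temperature.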
NPC1 prom act: activators of NPC1 promoter; Potency, µM (top dose mostly 9.22 µM), for inactives: top-dose activation, actives largely listed as activators; AID 485313; 320,000 compounds, 2.4% hits; Huh7 NPC1 promoter luciferase reporter, 24 h;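 note: potency is the fitted concentration of half-maximal effect; % of control where 0% means no effect; nearly all actives have a fitted effect of over 60% in size; reporter is driven by a mutant NPC1 promoter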
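Quantitative HTS used a cell-based reporter: Huh7 cells stably bearing the NPC1 promoter upstream of luciferase were treated with compounds for 24 h, and promoter activation was read as luminescence.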
uPA surface inh: cell surface uPA generation inhibition; Potency, µM (highest dose often 38.3 µM), inactives show top-dose activity change, negative = inhibition, actives largely listed as inhibitors; cell surface uPA generation assay, qHTS; 330,000 compounds, 0.31% hits; active = well fitted inhibition curve with a large enough effect; inconclusive = small, poorly fitted or top-dose-only effect; inactive = no such curve, though single readings can be large or run the other way; tested in mouse RAW 264.7 cells; note: potency is the fitted concentration of half-maximal effect; % is set by controls: 0 for no effect and ±100 for the full control effect; nearly all actives have a fitted effect of over 55% in size
Giardia killer: Giardia lamblia killing | Giardia lamblia trophozoite viability | AID 540267 | 340,000 compounds, 0.15% hits | activity change, % at 7.66 µM, hits read low; in the data active = activity change below about -80%; inconclusive = between about -30% and that limit;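 note: parasites exposed to compound for two days anaerobically before the ATP read; % is set by controls: 0 for no effect and ±100 for the full control effect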
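Luminescent ATP signal served as the viability read-out, measured 15-30 min after adding ATP detection reagent to trophozoites that had been incubated with compounds for 48 hrs at 37 deg C anaerobically at 100 cells/well.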
FLuc counter: inhibits or activates purified firefly luciferase, miR-21 counter-screen; P08659; purified FLuc, Km substrates, luminescence inhibition; Potency, µM (top dose mostly 57.5 µM), without a hit: at the top dose activity change, negative = inhibition, most hits filed as inhibitors; 360,000 compounds, 6.9% hits;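 note: potency is the fitted concentration of half-maximal effect; plate controls were vehicle for no effect and reference inhibitor for full effect; nearly all actives have a fitted effect of over 55% in size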
Target sequence (P08659 whole entry, looked up): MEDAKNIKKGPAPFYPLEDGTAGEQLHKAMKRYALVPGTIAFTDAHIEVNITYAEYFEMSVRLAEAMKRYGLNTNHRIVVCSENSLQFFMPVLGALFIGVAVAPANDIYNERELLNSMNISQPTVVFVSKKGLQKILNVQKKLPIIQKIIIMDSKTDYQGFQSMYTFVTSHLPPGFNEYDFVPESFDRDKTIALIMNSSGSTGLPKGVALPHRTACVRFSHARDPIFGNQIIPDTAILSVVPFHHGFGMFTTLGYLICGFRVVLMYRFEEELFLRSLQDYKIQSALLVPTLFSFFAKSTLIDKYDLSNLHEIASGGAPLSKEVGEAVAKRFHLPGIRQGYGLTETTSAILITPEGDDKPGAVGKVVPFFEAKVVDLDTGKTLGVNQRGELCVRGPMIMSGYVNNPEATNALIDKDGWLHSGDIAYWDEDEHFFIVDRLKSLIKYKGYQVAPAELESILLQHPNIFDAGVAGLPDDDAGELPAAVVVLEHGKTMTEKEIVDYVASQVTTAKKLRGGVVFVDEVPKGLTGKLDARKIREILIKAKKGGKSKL
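Biochemical qHTS of compounds, final roughly 60 µM downward over six points, against 10 nM purified firefly luciferase using Km concentrations of substrates (10 uM D-luciferin, 10 uM ATP) in Tris acetate pH 7.5 buffer; luminescence output.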
KCNH2 3.1 inh: inhibitors of human KCNH2 3.1 potassium channel isoform | U2OS KCNH2 3.1, thallium flux FluxOr; hits give low values | 340,000 compounds, 0.95% hits | activity change, % (tested at about 1.8 µM) | AID 720553;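 active = maximum activity change below -70%; inconclusive = maximum activity change from -70% to -50%; inactive = maximum activity change above -50%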;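 note: thallium influx rate constant from kinetic fluorescence after stimulation buffer; % is set by controls: 0 for no effect and ±100 for the full control effect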
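Thallium flux via FluxOr fluorescence (Red40 quencher, 45 min loading) in U2OS cells virally expressing the KCNH2 3.1 isoform (1.77 x 10^8 /mL virus, overnight at 37 C). Rate constants from 2-min kinetic reads post-stimulation, normalised to positive and negative controls.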
Rab9 prom act: Rab9 promoter activation; Huh7 Rab9 promoter-luciferase reporter, luminescence, 24 h; Potency, µM (titrated, usually from 9.22 µM), for the others: at the top dose activation, negative = inhibition, actives largely listed as activators; 320,000 compounds, 2.8% hits; note: potency is the fitted concentration of half-maximal effect; % of control where 0% means no effect; nearly all actives have a fitted effect of over 60% in size
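Cells were plated at 1500 per well in reduced-serum medium with 10% FBS and left 2 h. Compound in DMSO was then added for 24 h at 37 °C. Reporter signal was read by luminescence after 10 min with luciferase detection reagent.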
VP16 counter: Gal4-VP16 reporter inhibition counter-screen. Drosophila S2 Gal4-VP16 UAS-luciferase, luminescence, 20 h. Potency, µM (doses to about 53.6 µM), without a hit: at the top dose activity, negative = inhibition, usual class: inhibitors. 310,000 compounds, 3.5% hits;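 note: Gal4-VP16 expression switched on by copper sulfate through the metallothionein promoter; potency is the fitted concentration of half-maximal effect; % is set by controls: 0 for no effect and ±100 for the full control effect; nearly all actives have a fitted effect of over 50% in size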
Active calls of the source: *; ? = inconclusive; . = no result given; & = joins results of further samples; [ ] = remark or other dose. Unless noted, calls come from the whole dose curve; as a rule, active = well fitted curve in the direction sought with a large enough effect; inconclusive = small, poorly fitted or top-dose-only effect, or another doubt; inactive = no such curve, though single readings can be large; an effect the other way counts as inactive or inconclusive.

SMILES | Tb PFK inh | Coupling enz | ELG1 genotoxic | RORgamma inh | NPC1 prom act | uPA surface inh | Giardia killer | FLuc counter | KCNH2 3.1 inh | Rab9 prom act | VP16 counter
[O-]c1n[n+](-c2ccc(Cl)cc2Cl)cc2ccccc12 | -2% | -5 | -2% | 14% | -4% | -3% | -14 | -2% | 11 | -13% | 0%
CCOc1ccc(OCc2ccc(C(=O)N(CC)CC)cc2)cc1 | 0% | 1 | 6% | 6% | ? | 1% | 2 | 15µM* | 1 | ? | ?
CCCN1C(=S)c2ccccc2C1c1ccccc1 (stereo not given) | -3% | 2 | -1% | 10µM* | -2% | 3% | -13 | 0% | -20 | 3% | -1%
Cc1ccc(N2CC(C(=O)N3CCC(C(=O)Nc4nnc(C(C)C)s4)CC3)CC2=O)cc1 (stereo not given) | -7% | -4 | 4% | 24% | 2% | -2% | -6 | -1% | 20 | 2% | -1%
CN(Cc1cccs1)C(=O)Cc1c[nH]c2ccccc12 | 0% | -3 | 8% | ? | 1% | 1% | -18 | -16% | -45 | 1% | -14%
COc1ccc(C2=Nn3c(nnc3-c3ccco3)SC2)cc1 | -1% | -2 | 5% | 24% | -7% | -11% | -5 | 2% | 17 | 0% | -5%
COc1ccc(S(=O)(=O)N(NC2=NS(=O)(=O)c3ccccc32)C(=O)C(C)C)cc1 | -2% | 8 | -1% | 5% | -1% | -9% | -5 | -12% | -3 | -3% | -5%
O=C(/C=C/c1ccc(O)c(O)c1)OC(Cc1ccc(O)c(O)c1)C(=O)O (stereo not given) | 2.7µM* | -10&-6&-2 | 3% | -20%&-2%&1% | -2% | 6% | 9 | -12% | 1 | -10% | -10%&3%&-4%
COCCN(C(=O)CCl)C(C(=O)NC1CCCCC1)c1ccccc1C (stereo not given) | 0% | 3 | -12% | ? | -13% | -8% | -3 | 1% | 5 | -44%[inhibitor] | ?
CCOC(=O)N1CCN(C(=O)C2CCN(S(=O)(=O)c3ccc(OC)cc3)CC2)CC1 | 2% | 1 | -7% | 8% | -1% | 14% | -12 | -1% | -10 | -2% | -7%
CCn1c(SCC(=O)NNC(=O)c2ccc(C)cc2)nnc1-c1ccco1 | -1% | 3 | 6% | 2% | 0% | 0% | 11 | -6% | 3 | 0% | -11%
N#Cc1cc2c(nc1SCc1ccc(Cl)cc1)CCCC2 | -5% | -3 | 5% | ? | 0% | 7% | 4 | -11% | -7 | 1% | 14%
O=C(CS(=O)CC(=O)NC12CC3CC(CC(C3)C1)C2)Nc1ccc(F)cc1 (stereo not given) | 3% | 1 | 0% | 3% | -1% | 2% | ? | 1% | -3 | 0% | 17%
CCCN(C(=O)c1nc2nc(C)cc(C)n2n1)c1c(N)n(Cc2ccccc2)c(=O)[nH]c1=O | -2% | . | 1% | . | -1% | 7% | 12 | -2% | -5 | -11% | .
CCOc1ccccc1Nc1ccc(C(=O)O)cc1[N+](=O)[O-] | -8% | 13 | 1% | -5% | 2% | 1% | 7 | ? | 23 | -6% | -6%
Cn1c(SCC(=O)NCCc2ccccc2)nnc1C1CCCCC1 | 1% | 2 | -1% | 1% | 0% | 0% | 22 | 1% | 26 | -8% | 3%
CC(=O)Nc1cccc(/C(C)=N\NC(=O)c2ccc(Cn3nc([N+](=O)[O-])c(Cl)c3C)o2)c1 | -27% | -2 | -4% | 36% | 1% | 1% | -6 | -17% | -2 | -2% | -14%
Cc1cc2oc(C(=O)Nc3ccc(S(=O)(=O)N4CCCC(C)C4)cc3)cc(=O)c2cc1Cl (stereo not given) | 3% | 5 | 0% | 28% | -6% | 0% | 50[activator] | -1% | 1 | -4% | -1%
Cc1cc(C)cc(C(=O)NCC(=O)OCC(=O)N(C)C2CCS(=O)(=O)C2)c1 (stereo not given) | -3% | 0 | 3% | -8% | 2% | 4% | 49[activator] | 11% | 15 | 1% | ?
COC(=O)NCN1C(=O)C2C3C=CC(C3)C2C1=O (stereo not given) | -1% | 2 | ? | 14% | -1% | 2% | -5 | -2% | 0 | -2% | -4%

Among those listed so far, these contain an aryl methoxy group:
SMILES | Tb PFK inh | Coupling enz | ELG1 genotoxic | RORgamma inh | NPC1 prom act | uPA surface inh | Giardia killer | FLuc counter | KCNH2 3.1 inh | Rab9 prom act | VP16 counter
COc1ccc(C2=Nn3c(nnc3-c3ccco3)SC2)cc1 | -1% | -2 | 5% | 24% | -7% | -11% | -5 | 2% | 17 | 0% | -5%
COc1ccc(S(=O)(=O)N(NC2=NS(=O)(=O)c3ccccc32)C(=O)C(C)C)cc1 | -2% | 8 | -1% | 5% | -1% | -9% | -5 | -12% | -3 | -3% | -5%
CCOC(=O)N1CCN(C(=O)C2CCN(S(=O)(=O)c3ccc(OC)cc3)CC2)CC1 | 2% | 1 | -7% | 8% | -1% | 14% | -12 | -1% | -10 | -2% | -7%

Further results
SMILES | Tb PFK inh | Coupling enz | ELG1 genotoxic | RORgamma inh | NPC1 prom act | uPA surface inh | Giardia killer | FLuc counter | KCNH2 3.1 inh | Rab9 prom act | VP16 counter
CC(C)(CCO)Nc1ncnc2onc(-c3ccc(F)cc3)c12 | 3% | 4 | -1% | 24% | 2% | -4% | -23 | 1% | 6 | -3% | 8%
CCCOC(=O)c1ccc(-c2ccc(C=O)o2)cc1 | 0% | 1 | ? | ? | ? | -4% | 24 | 13µM* | 6 | ? | ?
CC(=O)Nc1ccc(S(=O)(=O)NC2CC2)cc1 | 0% | 2 | 0% | 3% | -2% | 1% | 10 | -5% | -10 | -4% | 1%
COc1cc(/C=C2\SC(=S)N(CC(=O)O)C2=O)ccc1OC(=O)c1ccco1 | 3% | 10 | 1% | -22% | ? | -3% | 3 | 7.6µM* | 7 | 0% | -24%
O=C(OCC(=O)N1CCCc2ccccc21)c1ccc(C(F)(F)F)cc1 | -14% | . | -2% | . | -1% | -1% | 39[activator] | 1% | 0 | -1% | .
C=C(C)C1CC=C(CN2CC(C)OC(C)C2)CC1 (stereo not given) | -4% | 1 | -1% | 17% | 4% | 6% | 6 | 0% | 6 | -2% | 9%
COc1ccc(NC(=O)CC2(CC(=O)O)CCCC2)cn1 | 1% | 2 | 3% | 7% | -1% | 0% | -5 | -11% | 10 | -3% | -4%
CCOC(=O)C1C2C=CC3(CN(Cc4ccco4)C(=O)C13)O2 (stereo not given) | -1% | 5 | 2% | 59% | 0% | 0% | 3 | 1% | -47 | 1% | -4%
COc1ccc(/C=N/NC(=O)c2ccccc2[N+](=O)[O-])cc1CN1CCc2cc(OC)c(OC)cc2C1C (stereo not given) | -4% | 1 | -4% | 8% | 1% | -10% | 5 | 3% | -12 | 1% | 3%
CCCCC(=O)N1CC(=O)Nc2ccc(F)cc2C1c1ccc(F)cc1 (stereo not given) | -17% | 0 | -3% | -2% | -4% | 2% | 7 | 0%&-1% | 0 | 1% | -10%
CC1(c2nnc(-c3ccc(Cl)cc3)o2)CC(c2ccc([N+](=O)[O-])cc2)=NO1 (stereo not given) | -10% | 0 | 1% | 19% | -2% | 7% | -3 | 2% | -2 | -1% | -22%
COc1ccc(OCCNC(=O)c2cccc(Oc3ccc(C(F)(F)F)cc3[N+](=O)[O-])c2)cc1 | 0% | 3 | 1% | ? | -11% | -6% | 20 | 2% | -20 | -17% | -6%
Cc1ccc(OCCCCN2CCC(C)CC2)cc1 | 5% | 2 | -5% | -14% | 0% | -3% | -4 | 6% | -2 | 0% | 0%
CCN1CCn2c3c(c4cc(C)ccc42)CCCC31 (stereo not given) | -2% | -4 | -4% | -6% | 8% | 9% | -21 | ? | -2 | 7% | 5%
Cc1cc2c(cc1C)-c1c(ssc1=Nc1ccc(S(N)(=O)=O)cc1)C(C)(C)N2 | 1% | -1 | -4% | -31% | -15% | ? | -2 | 0% | 1 | -12% | -24%
O=C(CCl)Nc1cccn2ncnc12 | 2% | 0 | -10% | 0% | -1% | -7% | -25 | 0% | -12 | 1% | ?
O=C(O)CCCC(=O)Nc1nc2n(n1)C(c1ccc(F)cc1)CC(c1ccc(Cl)cc1)N2 (stereo not given) | 0% | 4 | 0% | -10% | 1% | . | 5 | -4% | -7 | -3% | 6%
Fc1ccc2c(c1)C(c1ccncc1)=NNC(c1ccccc1)=N2 | -2% | -2 | 0% | 10µM* | -1% | 6% | -2 | -3% | -5 | -3% | ?
O=C(N/N=C/C=C/c1ccccc1)C1CC1c1ccccc1 (stereo not given) | -2% | -3 | -6% | ? | -11% | 2% | -1 | 0% | -21 | 0% | ?

Limited to RORgamma inh and KCNH2 3.1 inh, for two of the compounds above:
Molecule	RORgamma inh	KCNH2 3.1 inh
CCN1CCn2c3c(c4cc(C)ccc42)CCCC31 (stereo not given)	-6%	-2
Cc1cc2c(cc1C)-c1c(ssc1=Nc1ccc(S(N)(=O)=O)cc1)C(C)(C)N2	-31%	1
